Compound activity as filed in PubChem.
Wnt act = Wnt/beta-catenin pathway activation; hit rate 1.2% among 300,000; AID 743398; activation, % at 9.35 µM; Wnt/beta-catenin reporter cell assay, activator, plate reader; in the data active = activation above about 30%, passing the limit was not always enough; inconclusive = no clear call, values can overlap the other calls;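 also: 0% = neutral control wells and 100% = positive control wells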
* = called active by the depositor; ? = inconclusive. An excerpt; the hit share may differ from the screen's.

entry	compound	Wnt act
1	Cc1ccccc1S(=O)(=O)NC(=O)C1(C)CCN1C(=O)Cc1ccc(C(C)(C)C)cc1 (centres undefined)	-2.9
2	CC1ON=C(c2cccc3ccccc23)N(C)C1=O (centres undefined)	-5.2
3	O=C(OCc1cn([C@H]2CN(Cc3cccs3)[C@@H](c3ccc(Cl)cc3)C[C@@H]2O)nn1)c1ccccc1	0.2
4	c1ccc(-c2nnc(SCc3ccncc3)o2)cc1	0.8
5	CCCNC(=O)N(C)C[C@@H]1Oc2ncc(-c3ccncc3)cc2C(=O)N([C@H](C)CO)C[C@@H]1C	-1.3
6	N#CCSc1ccccc1NC(=O)COC(=O)C1CCN(C(=O)c2ccc(Cl)cc2)CC1	-1.3
7	O=C(CNc1cccc(Br)c1)Nc1ccc(S(=O)(=O)N2CCCCC2)cc1	-4.0
8	Cc1cc(=O)n(Nc2ccccc2)c(O)c1C#N	-0.6
9	COC(=O)C[C@@H]1C=C[C@H](NC(=O)Nc2ccc(F)cc2)[C@@H](CO)O1	0.0
10	Cn1nc(C(C)(C)C)cc1N1C(=O)CCC1(C)C(=O)NC1CCCC1 (centres undefined)	-0.9
11	NC(c1ccccc1)c1csc(Nc2ccccn2)n1 (centres undefined)	1.3
12	O=C(OC1C2C=CC1C1C(=O)NC21)c1ccccc1 (centres undefined)	-2.3
13	C#CCNC(=O)C[C@H]1C[C@@]2(C(=O)OC)C(=C[C@H](C(C)(C)C)O[C@@H]2C)N(CCC2=CCCCC2)C1=O	8.0
14	COC(=O)C1(C(=O)OC)c2ccccc2N(S(=O)(=O)c2ccc(C)cc2)C1CC(C)=O (centres undefined)	-1.9
15	N#Cc1ccccc1OCC(=O)Nc1ccc2c(c1)OCO2	2.9
16	COC(=O)[C@]12C[C@H](CC(=O)NCCCN3CCCC3=O)C(=O)N(Cc3ccc4c(c3)OCO4)C1=C[C@H](C(C)(C)C)O[C@@H]2C	-1.2
17	COc1ccc(CNC(=O)C2CCN(S(=O)(=O)N3CCC(C)CC3)CC2)c(OC)c1	1.6
18	O=C(c1cc2c(c(-c3cccc(-c4ccc(F)cc4)c3)n1)[C@H](CCO)N(C(=O)c1ccc3c(c1)OCO3)C2)N1CCOCC1	-2.0
19	CC1=C(C(=O)N(C(C)C)C(C)C)CC(CC(=O)NCc2ccco2)C(=O)N1CCC1=CCCCC1 (centres undefined)	-0.8
20	CC(C)N1CCCC(C)(C(=O)Nc2nc3ccccc3[nH]2)C1 (centres undefined)	0.8
21	CC(=O)O[C@@H]1C=C[C@@H](C#Cc2ccc(C(C)(C)C)cc2)O[C@@H]1COC(=O)Nc1ccccc1	-8.0
22	CCc1nc2c(OCCOc3ccc(F)cc3)cccn2c1N(C)C(=O)c1ccc(C)cc1	-2.8
23	CC(=O)Nc1cccc(-c2ccnc3c2CC(C(=O)NCC2CCOCC2)O3)c1 (centres undefined)	-2.9
24	Cc1ccc2c(CN3CCOCC3)cc(=O)oc2c1	-1.8
25	Cc1cc2cc3c(=O)[nH]c(=O)[nH]c3nc2cc1C	2.7
26	CO[C@@H]1[C@H](O)CC[C@]2(O)CN(c3ccccc3)[C@](C)([C@H](O)CC=C(C)C)[C@@H]12	-4.4
27	CCCC(=O)N(Cc1cc2cc(OC)ccc2[nH]c1=O)c1ccc(OC)cc1	-0.6
28	Cc1ccc(C(=O)NCC(=O)OCc2nc3ccsc3c(=O)[nH]2)cc1C	-0.5
29	COc1ccc(C(C)=O)cc1CON=C1CSCc2ccccc21	-2.3
30	Cc1ccc(C)c2c1CCCC2=O	-0.6
31	COc1cc(-n2c(C)nc3ncn(-c4ccccc4)c3c2=O)cc(OC)c1OC	-5.1
32	c1ccc(Cc2c(C3CCCCC3)nc3c4ccccc4ccn23)cc1	?
33	CCOC(=O)c1c(N)c2cc([N+](=O)[O-])cnc2n1C	2.5
34	Cc1ccccc1-c1cc2nc(NCc3cccnc3)n(C)c(=O)c2s1	-2.0
35	O=C(NCCc1ccc(Cl)cc1)c1ccc2c(=O)[nH]c3c(C(=O)NCC4CCCO4)sc(=S)n3c2c1 (centres undefined)	-0.9
36	CN(C)c1ccc(NC(=O)Nc2nc(C(N)C3CCCCC3)cs2)cc1 (centres undefined)	5.3
37	O=C(NCc1cccs1)c1ccc(CS(=O)Cc2ccc(Cl)cc2)o1 (centres undefined)	-3.2
38	CN(C)c1ccc(-c2ccnc3c2CC(C)(C(=O)Nc2cccc(OC(F)(F)F)c2)O3)cc1 (centres undefined)	-1.6
39	CCC(=O)N1CCC1(C)C(=O)Nc1ccc(Cl)c(Cl)c1 (centres undefined)	-1.6
40	CC1=C(C(=O)N(C(C)C)C(C)C)CC(CC(=O)NCc2cccc3ccccc23)C(=O)N1Cc1ccc(F)cc1 (centres undefined)	-2.5
41	CC(C)CC1NC(=O)c2cccnc2-n2c1nc1cc(F)ccc1c2=O (centres undefined)	0.4
42	COc1ccc(N(CN2C(=O)C3CCCCC3C2=O)C(=O)c2ccco2)cc1 (centres undefined)	0.6
43	Cc1ccccc1-c1ccc2c(c1)O[C@H](CN(C)C(=O)C1CC1)[C@@H](C)CN([C@@H](C)CO)S2(=O)=O	-0.9
44	COC(=O)C[C@H]1CC[C@H](NC(=O)Nc2ccccc2)[C@@H](CO)O1	-1.3
45	O=C1NC[C@@H](CCCCN2C[C@H](Cc3ccccc3)N(CC3CCCCC3)C(=O)C2=O)N(CC2CCCCC2)C1=O	-1.2
46	O=C(NCc1ccccc1)c1cc(C2CCCN(C(=O)c3ccccc3)C2)on1 (centres undefined)	-2.7
47	CC1(C(=O)Nc2ccccc2)CCN1C(=O)CCc1ccc(Cl)cc1Cl (centres undefined)	0.8
48	CCOc1ccc(Cl)cc1-c1cc(C(=O)Nc2ccc(OC)nc2)[nH]n1	-1.9
49	CC(C)(C)NC(=O)C(c1ccccc1)n1c(=O)c(-c2cc3ccccc3[nH]2)nc2ccccc21 (centres undefined)	0.4
50	CC(C)(C)n1nc(C2CC2)c(Br)c1NC(=O)c1ccc(Cl)cc1	-0.2
51	C[C@@H]1CN([C@@H](C)CO)C(=O)CCCn2nncc2CO[C@@H]1CN(C)C(=O)Nc1cccc(C(F)(F)F)c1	-0.8
52	COc1ncccc1-c1ccc2nncn2c1	-2.2
53	CN(C)CCN(C)C1CN(CCc2ccccc2)S(=O)(=O)C1 (centres undefined)	1.0
54	COCc1cc(C)nc(N/N=C/c2ccc(-c3cc(C(=O)O)ccc3Cl)o2)c1C#N	0.0
55	O=C(O)Cc1ccc2ccc3ccccc3c2c1	1.8
56	C[C@H]1CN([C@@H](C)CO)C(=O)c2cc(C3=CCCC3)cnc2O[C@@H]1CN(C)C(=O)c1ccncc1	-0.5
57	N#Cc1nccc2ccc(OCc3ccc(Br)cc3)cc12	-1.8
58	CC(=O)N1CCN(c2ccc(NC(=O)c3cccc(F)c3)cc2)CC1	19.4
59	c1ccc(Nc2nnc(-c3cccc4ccccc34)o2)cc1	38.0*
60	N#Cc1ccccc1OCC(=O)NC1CCCCCC1	1.1

Additional results.
entry	compound	Wnt act
61	Cc1ccc(S(=O)(=O)NC(=O)C2(C)CCN2C(=O)c2ccc(C(F)(F)F)nc2C)cc1 (centres undefined)	0.7
62	CSc1sc(-c2nnc(SCC(=O)Nc3ccc(Cl)cc3)n2C)c2c1C=CCC2	-3.6
63	CC(C)=C(C)c1cc2nc(NCCCN(C)C)n(C)c(=O)c2s1	7.4
64	CCC1CCCCN1Cc1cc(OC)c(O)c([N+](=O)[O-])c1 (centres undefined)	-5.1
65	COc1ccc(C(=O)N/N=C/c2ccc(N(C)c3ccccc3)cc2)cc1	1.5
66	O=C(Nc1ccc(F)c(Cl)c1)c1cc(C2CCCN(S(=O)(=O)c3cccc4cccnc34)C2)on1 (centres undefined)	0.5
67	CNc1cncc(-c2cc(OC)ccc2OC)n1	0.9
68	COC(=O)c1cc2c(c3c4cc(F)ccc4n(S(=O)(=O)c4ccccc4)c13)C(=O)N(C)C2	2.7
69	CC1(C(=O)NCc2ccccc2)CSCC(=O)N1C1CC1 (centres undefined)	0.3
70	C#CCN(C[C@@H]1[C@@H](OC(=O)NCc2ccc(OC)c(OC)c2)[C@@H](OC(=O)NCc2ccc(OC)c(OC)c2)CN(C(=O)OC(C)C)N1C(=O)OC(C)C)S(=O)(=O)c1ccc(C)cc1	-2.5
71	C[C@@H](CO)NC(=O)c1[nH]cnc1C(=O)Nc1cccc(Cl)c1	-1.8
72	Cc1ccc([C@H]2N[C@]3(CCCN(Cc4ccc(F)cc4)C3=O)[C@H]3C(=O)N(C)C(=O)[C@@H]23)cc1	2.2
73	C=Cc1ccc(Cn2c(C)c(C(=O)NCc3cccc(C(F)(F)F)c3)sc2=O)cc1	-6.6
74	Cc1ccc(C(=O)Nc2nc(-c3ccc4c(c3)OCCO4)cs2)o1	-1.2
75	COc1ccc(CN(C)C[C@H]2OCCCC[C@@H](C)Oc3ccc(NS(C)(=O)=O)cc3C(=O)N([C@H](C)CO)C[C@@H]2C)cc1	-1.7
76	COC(=O)C1CC(O)CN1C(=O)NC1CCCCC1 (centres undefined)	0.9
77	COc1cc(Cn2c3ccc(NC(=S)NCc4ccc(C)cc4)cc3c(=O)n2C)ccc1F	2.5
78	COc1ccc(CC(N)c2csc(Nc3cc(NCCCO)ncn3)n2)cc1 (centres undefined)	3.6
79	CCOC(=O)c1sc(Nc2nc(OC)cc(OC)n2)nc1C	0.0
80	COc1cccc(NC(=O)C2(C)CCN2CCc2ccccc2)c1 (centres undefined)	-2.7
81	CC1(C(=O)Nc2nccs2)CCN1C(=O)CC(c1ccccc1)c1ccccc1 (centres undefined)	-1.1
82	O=S(=O)(NCCS(=O)(=O)N1CCN(c2ccc(F)cc2)CC1)c1ccccc1	-0.5
83	COc1ccc(Cn2cc(CN3CC(N4CC=CC4)CS3(=O)=O)nn2)cc1 (centres undefined)	-1.1
84	COc1nc(N=C(N)N)nc2ccc(C)cc12	-1.9
85	CC(C)C[C@H]1CN(CCCC[C@H]2CNC(=O)C(=O)N2CCc2ccccc2)C(=O)C(=O)N1CC1CCCCC1	-1.7
86	COC(=O)[C@@]12C[C@@H](CC(=O)NCc3ccc(OC)c(OC)c3)C(=O)N(Cc3ccccc3)C1=CCC(C)(C)C2	-3.6
87	CC(=O)NCCNC(=O)C1Cc2c(-c3ccccc3)ccnc2O1 (centres undefined)	-1.8
88	COc1ccc(Cn2cc(CN3CCc4onc(-c5ccc(Br)cc5)c4C3=O)nn2)cc1	32.1*
89	CCCS(=O)(=O)NC(=O)C1(C)CCN(C(=O)c2cccc3ccccc23)C1 (centres undefined)	2.1
90	COc1cc(NC(=O)CCN2CCN(c3ccccc3OC)CC2)cc(OC)c1	-3.5
91	Cc1cc(N2CCN(C(=O)OC(C)(C)C)C[C@@H]2C)ccc1N1CCN(Cc2ccccc2)[C@H](C)C1	-7.0
92	NC(=O)N/N=C/c1cn(CC(=O)Nc2ccc(F)cc2)c2ccccc12	-0.4
93	COC(=O)Cn1nnnc1-c1nc2cc(C)c(C)cc2[nH]c1=O	-0.6
94	Cc1cccc(NC(=O)CSc2nncn2N)c1C	-0.7
95	COc1ccc(C(=O)Nc2ccc(N3CCN(C(C)=O)CC3)cc2)cc1[N+](=O)[O-]	-1.1
96	COc1cccc(C(NC(C)=O)c2nc(-c3ccccc3C)cs2)c1 (centres undefined)	-0.7

Arranged by number of heavy atoms (low to high): part of the list above
entry	compound	Wnt act
84	COc1nc(N=C(N)N)nc2ccc(C)cc12	-1.9
32	c1ccc(Cc2c(C3CCCCC3)nc3c4ccccc4ccn23)cc1	?
83	COc1ccc(Cn2cc(CN3CC(N4CC=CC4)CS3(=O)=O)nn2)cc1 (centres undefined)	-1.1
68	COC(=O)c1cc2c(c3c4cc(F)ccc4n(S(=O)(=O)c4ccccc4)c13)C(=O)N(C)C2	2.7

Later entries:
entry	compound	Wnt act
97	COc1ccc(NC(=O)C2(C)CCN2Cc2ccc(OC(C)C)cc2)cc1OC (centres undefined)	-2.5
98	CC(C)C[C@H]1CN(CCCC[C@H]2CNC(=O)C(=O)N2CCC2CCCCC2)C(=O)C(=O)N1CCC1CCCCC1	-1.7
99	CCOC(=O)[C@]12CCCC=C1N(Cc1ccc(Cl)cc1Cl)C(=O)[C@H](CC(=O)N1CCN(C(=O)c3ccco3)CC1)C2	-3.4
100	COc1ccc(-c2ccc3c(n2)CCCN3S(=O)(=O)c2c(C)noc2C)cc1	0.5
101	Cc1ccc(C)c(C(O)c2ncc(-c3ccccc3F)[nH]2)c1 (centres undefined)	-0.7
102	COc1cc(NC(=O)N2CCc3nc(NCc4cccc(Oc5ccccc5)c4)ncc3C2)cc(OC)c1OC	0.6
103	COc1ccc(CC(Cc2ccc(OC)c(OC)c2)NC=O)cc1OC	-2.9
104	CCCc1c(C(=O)N/N=C(\C)c2ccccn2)nnn1-c1nonc1N	-1.8
105	Cc1cc(C)c(S(=O)(=O)c2ccc(F)cc2)c(C)c1	1.7
106	CCCCC[C@@H](C)N1C[C@H](COCc2ccccc2)Oc2cc(N3CCC[C@H]3COC)ccc2S1(=O)=O	-5.4
107	CCCCCCCCN1C(=O)[C@H](CC(=O)N2CCCCC2)C[C@@]2(C(=O)OC)CC(C)(C)CC=C12	-2.1
108	CN(N=Nc1ccccc1C(=O)O)C1CCCCC1	38.0*
109	CS(=O)(=O)Nc1cccc(NC(=O)C2Cc3c(-c4cccc(C(N)=O)c4)ccnc3O2)c1 (centres undefined)	-0.3
110	Cc1ccc(S(=O)(=O)N2CCOCC2)cc1C(=O)NCCCN1CCCC1=O	-2.1
111	Cn1cc(-c2csc(C(O)(c3ccccc3)C(F)(F)F)n2)cn1 (centres undefined)	-0.8
112	COC(=O)C1=C(C)N(C)C(=NCc2ccc(OC)cc2)NC1c1ccccc1 (centres undefined)	0.2
113	COc1cc(F)ccc1-c1csc(C(O)c2ccc(F)cc2)n1 (centres undefined)	-0.1
114	C[C@@H]1ON(C)[C@H]2C[C@H]3c4[nH]c5cccc(-c6ccccc6F)c5c4CCN3C(=O)[C@@H]12	-3.5
115	COc1ccc(N2C(=O)c3[nH]nc(-c4ccccc4)c3C2c2cccc(C(F)(F)F)c2)cc1 (centres undefined)	-5.1
116	O=C(NCc1cccc(Cl)c1)c1ccc(-n2cncn2)c2ccoc12	0.3
117	O=[N+]([O-])c1ccc2c(c1)CCO[C@@]21O[C@H](CCO)C[C@H](O)[C@H]1O	-0.6
